Screening results from PubChem.
HRas wt GTP bind: modulators of GTP binding to human HRas wildtype. P01112. GST-Ras wt beads, Bodipy-FL-GTP binding, flow cytometry; actives lie on both sides. GTP binding activity, % at 10 µM. 0.14% of 190,000 active;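 active = GTP binding activity at least 20% away from the 100% baseline, either lowered as inhibitor or raised as activator; inconclusive = flagged as likely green fluorescent, judged across all proteins in the well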;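 note: 0% = unlabeled GTP competition control and 100% = no-compound control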
ABCB1 inh: blocks JC-1 efflux by human ABCB1 transporter; CCRF-Adr cells, flow cytometry; inhibition, % at 6.6 µM; 0.067% of 190,000 active; AID 1326; in the data active = inhibition above about 40%;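 note: 0% = vehicle and 100% = reference inhibitor; higher value means more JC-1 retained so stronger ABCB1 efflux block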
Rac1 wt modul: human Rac1 wildtype GTP binding, inhibitors and activators. 0.27% of 190,000 active. GST-Rac1 beads, fluorescent GTP binding, flow cytometry; actives lie on both sides; 0 = cold GTP competed, 100 = untreated. GTP binding activity (% of control), % at 10 µM. P63000;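 active = GTP binding activity at least 20 points away from the 100% control level, either lower or higher; inconclusive = compound flagged as likely green fluorescent, judged across all proteins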
Rab2A wt mod: changes GTP binding to wildtype dog Rab2A, up or down; AID 760; GTP binding activity, % at 10 µM; 0.19% of 190,000 active; GST-Rab2 wt beads, Bodipy-GTP binding, flow cytometry; P61105;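 active = GTP binding activity at least 20 points away from 100%, either lowered or raised; inconclusive = signal likely due to the compound's own green fluorescence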;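 note: 0% = beads with excess unlabeled GTP and 100% = no-compound control corrected for plate trend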
Rab7 wt GTP bind: modulators of GTP binding to dog Rab7 wildtype GTPase | GST-Rab7 beads, fluorescent GTP binding, flow cytometry; actives lie on both sides; untreated = 100%, excess cold GTP = 0% | GTP binding activity (percent of control), % at 10 µM | 0.055% of 190,000 active;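 active = fluorescent GTP binding to Rab7 beads changed by at least 20 points from the 100% baseline, either direction, mostly lower; inconclusive = compound itself probably fluorescent, or too few beads counted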;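 note: median green fluorescence of bound Bodipy-FL-GTP per Rab7 bead population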
Mcl1 Noxa PPI: disrupts binding of human Mcl-1 to Noxa peptide; Q07820; TR-FRET Mcl-1/Noxa peptide binding, 2 h; inhibition, % at 21.7 µM; 1.5% of 220,000 active; AID 1022;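 active = compounds that cut the protein-peptide binding signal by more than 50% relative to plate controls in a single-dose test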;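 note: His-tagged Mcl-1 with rhodamine Noxa BH3 peptide and terbium anti-His antibody; 0% = Mcl-1 plus Noxa peptide wells and 100% = peptide-only wells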
Avidin fluor: avidin bead compound fluorescence profile | AID 1775 | 0.38% of 220,000 active | Avidin beads, compound fluorescence 488/530 nm, flow cytometry; hits give high values | fluorescence (KMESF) at 10 µM; in the data active = fluorescence above about 47; note: inactives centre near 10
Pf gamet viab: inhibitors of late stage P. falciparum gametocyte viability. P. falciparum stage V gametocytes, ATP luminescence, 24 h. inhibition, % at 10.9 µM. 0.065% of 150,000 active. AID 743093;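 active = inhibition above the mean plus 3 SD of compounds within the control limits, set per campaign, cut at about 38% in these data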;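 note: 0% = DMSO wells and 100% = medium only without gametocytes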
ABCG2 block: inhibitors of human ABCG2 transporter, ABCB1 counter-screen. Q9UNQ0. IgMXP3 cells, JC-1 efflux, flow cytometry. inhibition, % at 6.6 µM. 0.1% of 190,000 active. AID 1325;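 active = inhibition above 80%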;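 note: 0% = DMSO and 100% = nicardipine control wells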
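Assay system – ABCG2 IgMXP3 and barcoded ABCB1 CCRF-Adr cell mix · Input – 3 million cells/mL in well · Reagent – JC-1 fluorescent substrate · Compound – single test compound dose, 6.6 µM final · Timing – 10 min exposure at 25 °C with rotation, no wash · Detection – flow cytometry of retained JC-1 fluorescence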
Rac1 mut GTP: modulators of GTP binding to human Rac1 activated mutant; GST-Rac1 activated beads, fluorescent GTP binding, flow cytometry; actives lie on both sides; 100% means binding = to untreated wells; percent activity (GTP binding), % at 10 µM; 0.11% of 190,000 active; AID 764;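 active = GTP binding at least 20 percentage points away from the 100% baseline, in either direction, so actives lie on both sides; inconclusive = Compound likely fluorescent itself, or too few beads counted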
Cdc42 wt: modulators (inhibitors or activators) of GTP binding to human Cdc42 wildtype | P60953 | GST-Cdc42 beads, Bodipy-GTP binding, flow cytometry; actives lie on both sides | percent activity (GTP binding), % at 10 µM | 0.2% of 190,000 active | AID 761;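 active = percent activity GTP binding at least 20 points away from the 100% baseline, either down as inhibitor or up as activator; inconclusive = compound flagged as likely green fluorescent from well-wide comparison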;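 note: median bead fluorescence of bound Bodipy-FL-GTP at 100 nM; 0% = excess unlabeled GTP control and 100% = no compound control; below 100% means less GTP binding so inhibitor and above means activator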
* hit, by the source's call; ? = inconclusive; · = no result given.

Structure	HRas wt GTP bind	ABCB1 inh	Rac1 wt modul	Rab2A wt mod	Rab7 wt GTP bind	Mcl1 Noxa PPI	Avidin fluor	Pf gamet viab	ABCG2 block	Rac1 mut GTP	Cdc42 wt
CC1CN(C(=O)c2cc(S(=O)(=O)N3CCCC3)c(Cl)cc2Cl)CC(C)O1 (stereo unspecified)	103	0.6	103	104	103	-9	13	·	-1	100	104
Cc1ccc(S(=O)(=O)NCCC(=O)Nc2ccc(C)cc2C(=O)c2ccccc2)cc1	105	1.3	105	101	100	3	5	13	8	103	101
Cc1ccc(-c2csc3ncnc(NS(=O)(=O)c4ccc(Cl)cc4)c23)cc1	96	-0.6	99	94	94	43	24	9	-6	93	98
COCCN(CCOC)C(=O)Nc1ccc(Cl)cc1	99	0.0	97	97	104	0	26	-9	0	98	96
Cc1ccc(C(C)(C)C)c(OCCOCCN2CCCC2)c1	103	-0.3	104	98	102	31	11	1	1	101	101
O=C(NCc1ccco1)c1ccc(-c2ccccc2Cl)o1	?	-0.2	?	?	?	-5	20	-33	1	?	?
CCN(CC)S(=O)(=O)c1ccc(Cl)c(NC2=NCCCCC2)c1	97	0.7	101	100	97	23	11	11	9	95	99
COc1cccc2cc(C(=O)C3=C(O)C(=O)N(CCN4CCOCC4)C3c3cccs3)oc12 (stereo unspecified)	98	0.5	97	97	98	-3	·	·	1	95	99
Cc1ccc(NC(=O)CSc2nnnn2-c2ccc3c(c2)OCO3)cc1C	102	1.1	109	102	100	-42	6	9	11	103	104
Cc1cccn2c(=O)c(/C=C(\C#N)C(=O)NCc3ccco3)c(N3CCC(C(N)=O)CC3)nc12	102	-0.2	105	98	101	-4	12	-5	-1	100	101
Cc1ccc(-n2nnnc2/C=C\Nc2cc(C)on2)cc1	106	0.4	108	101	105	2	4	-7	4	103	102
CCc1c(C(=O)N/N=C/c2ccsc2)csc1C	101	0.8	103	99	101	-2	3	-1	12	101	102
CCCCc1cc(=O)oc2c(CN(C)C)c(O)ccc12	101	0.7	101	99	101	-1	34	·	3	100	101
C/C=C/c1ccc(Oc2nnnn2-c2ccc(C(=O)O)cc2)c(OC)c1	95	-0.6	97	94	99	19	20	-31	4	98	93
C=CCSc1nc(-c2ccccc2)c(C#N)c(=O)[nH]1	97	-0.5	99	96	97	-6	8	-5	0	96	96
CS(=O)(=O)N(CC(=O)N/N=C/c1cc2c(cc1Br)OCO2)c1ccccc1Br	101	1.3	99	97	98	17	21	9	2	95	97
O=C(NCc1ccccc1)C1=C[C@H](C2CC2)C[C@H](OCc2ccc(CO)cc2)O1	96	1.4	95	96	98	-8	5	-14	4	95	95
O=C(CN1CCC(C(=O)c2ccc(Cl)cc2)CC1)Nc1ccc2c(c1)OCCO2	95	0.7	96	93	92	-3	12	-21	2	93	96
O=C(CNc1ccc(Br)cc1)c1ccc(O)cc1	98	-0.3	100	100	96	9	10	5	25	93	95
O=C(Nc1ccc(F)cc1)c1csc(Cc2ccccc2)n1	94	-0.1	99	92	93	-8	11	4	0	91	91
COc1cc(NC(=O)c2ccccn2)cc(OC)c1OC	94	0.4	101	91	92	19	12	14	10	94	96
COc1ccc(NC(=S)NNC(=O)c2cccs2)cc1	98	-0.3	101	99	97	-1	3	·	0	98	98
O=C(c1nn2c(C(F)(F)F)cc(-c3ccc(F)cc3)nc2c1Cl)N1CCOCC1	?	0.3	?	?	?	-4	5	-20	0	?	?
CCOC(=O)c1csc(NC(=O)C2CCCCC2)n1	105	0.5	110	105	105	-4	7	·	3	100	106
O=C(Nc1cccc(-c2nc3ccccc3s2)c1)c1cccs1	97	-0.2	100	96	97	2	3	12	0	97	98
O=C(c1ccc(O)cc1)c1ccc(Cl)cc1	106	-0.2	112	103	106	-1	7	6	-1	106	110
Cc1nc2c(-c3ccccc3)c(C)[nH]n2c(=O)c1Cl	99	0.5	100	98	101	25	7	2	1	97	99
Cc1ccc(S(=O)(=O)c2nc(-c3ccccc3)oc2NCc2cccnc2)cc1	100	0.7	101	99	100	7	5	·	1	99	98
O=C(c1ccco1)N1CCN(C(c2cccs2)c2nnnn2C2CCCC2)CC1 (stereo unspecified)	98	0.1	99	95	96	3	5	·	0	98	100
CCOC(=O)C1=C(C)NC(=O)NC1c1cc(Br)c(O)c(OC)c1 (stereo unspecified)	103	0.3	110	101	101	3	15	·	0	99	103
Cc1cc(S(=O)(=O)N(Cc2ccccc2Cl)c2ccc3c(c2)CCC3)ccc1-n1cnnn1	101	1.8	108	97	104	8	4	15	0	99	99
Cn1c(SCC(=O)NCc2ccccc2)nnc1-c1ccc(NC(=O)CCc2ccccc2)cc1	104	0.5	106	104	104	14	36	·	3	102	105
Fc1ccc(NC(=S)N/N=C/c2ccc(F)c(F)c2)c(F)c1	102	-0.2	106	101	102	-12	31	-11	0	100	103
C=CCn1c(O)c(N=NC(=O)OC(C)(C)C)c2ccccc21	94	0.8	95	93	98	10	9	-1	54	95	95
Cn1c(=S)[nH]c2ccccc21	101	-0.1	105	103	101	-19	12	27	34	99	106
Cc1ccc(OCCC(=O)NCCc2ccc(S(N)(=O)=O)cc2)cc1	101	0.3	104	102	100	-4	15	·	11	102	99
CCN(CC)S(=O)(=O)c1cccc(-c2nnc(SCc3nnc(-c4cccs4)o3)n2N)c1	99	0.0	101	100	101	-8	6	·	0	97	102
CC1(c2ccc3ccccc3c2)NC(=O)N(CC(=O)Nc2cccc(S(=O)(=O)N3CCOCC3)c2)C1=O (stereo unspecified)	100	-0.5	106	99	97	-5	5	-1	-7	99	98
O=C(NCCOc1ccccc1)c1ccccc1[N+](=O)[O-]	95	0.8	93	97	102	13	8	11	9	96	96
CC(C)(C)NC(=O)C(OC(=O)c1cccs1)c1ccc(F)cc1 (stereo unspecified)	100	0.2	100	98	103	1	27	20	1	95	96
CC(C)Cc1nnc(NC(=O)CS(=O)(=O)Cc2ccccc2)s1	102	-1.1	104	100	103	6	14	-26	-13	100	103
COc1cccc2cc(C(C)N(CCCN3CCOCC3)C(=S)Nc3ccccc3C)oc12 (stereo unspecified)	99	2.1	101	100	105	10	9	6	11	99	96
Cc1oc(C(=O)O)cc1COc1ccc2c(C)cc(=O)oc2c1	97	-0.2	95	96	96	0	32	-15	0	93	96
O=C(O)CSCC(=O)Nc1cccc2ccccc12	97	0.5	94	94	94	21	35	-32	1	96	98
O=S(=O)(c1ccccc1)N(C1=NCCS1)S(=O)(=O)c1ccccc1	102	0.3	102	102	103	10	38	-4	1	99	102
COc1ccccc1CNc1nc(SC)ncc1CO	101	-1.7	105	99	97	4	3	14	0	103	105
O=C(CCCn1c(=O)[nH]c2cc(Cl)ccc2c1=O)NCCCN1CCCC1=O	101	0.4	104	100	97	0	1	-18	1	100	100
Cc1cc(C(F)(F)F)c2c(N)c(C(=O)Nc3cc(C)on3)sc2n1	102	0.8	110	98	99	1	6	·	6	102	105
O=[N+]([O-])c1ccc(CSc2nnc3ccccn23)cc1	98	-0.2	98	98	105	6	11	-2	0	93	97
CCOC(=O)c1nnn(CC(=O)N2N=C(c3cc(C)ccc3C)CC2c2ccc(OC)cc2)c1C(=O)OCC (stereo unspecified)	97	13	97	100	97	-12	8	10	22	100	92

Remaining list, next part
Structure	HRas wt GTP bind	ABCB1 inh	Rac1 wt modul	Rab2A wt mod	Rab7 wt GTP bind	Mcl1 Noxa PPI	Avidin fluor	Pf gamet viab	ABCG2 block	Rac1 mut GTP	Cdc42 wt
O=C1/C(=C/c2ccc(N3CCCC3)cc2)NC(=S)N1C1CC1	107	4.2	111	108	110	-14	33	·	11	106	105
O=C(NCc1ccccc1)C1=C[C@@H](c2ccc(C(F)(F)F)cc2)C[C@@H](OCc2ccc(CO)cc2)O1	?	2.5	?	?	?	8	6	9	9	?	?
S=C(NCCc1ccccn1)NC1CCCCC1	102	-0.9	101	103	101	-13	6	·	-2	99	100
CC(C)C(C)NC(=O)COc1ccc([N+](=O)[O-])cc1Cl (stereo unspecified)	100	0.5	105	101	99	10	5	·	10	98	102
CCC(C)(C)n1nnnc1C(c1ccc2ncccc2c1)N1CCN2CCCC2C1 (stereo unspecified)	100	0.7	111	100	99	3	7	-1	2	101	104
COc1ccc2c(c1)Cc1sc(NC(C)=O)nc1-2	100	0.5	104	99	98	18	15	12	5	100	101
COc1ccc(C(=O)NCC(=O)OCc2ccc(F)cc2Cl)cc1OC	98	0.7	99	98	99	14	4	7	3	95	93
O=C(N1CCCCC1)N1CCN(c2ccc(Cl)cc2)CC1	100	0.7	102	103	100	19	18	-5	3	100	104
COc1cc(CNn2c(C)n[nH]c2=S)cc(Br)c1OCc1ccc(F)cc1	102	-0.1	102	102	103	11	4	-13	-2	100	104
CN(C)CCCNc1c2c(nc3cc(-c4cccc(F)c4)nn13)CCC2	105	0.9	103	101	106	20	11	-41	1	97	98
CC[C@@H](C)[C@@H](C(=O)N1CCNCC1)n1cc(CCC(=O)O)nn1	99	0.9	98	98	99	7	5	·	1	98	101
COc1ccc(OC)c(-c2oc3ccccc3c(=O)c2O)c1	102	0.0	107	99	102	6	9	·	8	101	103
Cc1cccc2cc(C3CC(c4ccco4)=NN3C(=O)CCC(=O)O)c(Cl)nc12 (stereo unspecified)	101	-0.1	102	101	104	6	5	-21	0	99	103
Brc1ccccc1-c1nnc(COc2cccc3cccnc23)o1	102	0.7	107	102	103	-2	10	·	4	100	103
COc1cc(CN(C)CCc2ccccn2)cc(OC)c1OC	96	0.2	98	96	98	17	8	-24	0	96	96
O=[N+]([O-])c1ccc(N2CCNCC2)c(S(=O)(=O)N2CCOCC2)c1	103	1.4	109	102	106	4	4	-24	8	104	101
Cc1nc(C)c(C(=O)C2=C(O)C(=O)N(CCN3CCOCC3)C2c2cccnc2)s1 (stereo unspecified)	96	-0.1	95	98	95	16	12	10	1	95	97
Cc1cc(C)n(-c2cc(=O)n(C)c(=O)n2C)n1	100	0.3	103	98	101	7	5	·	1	99	99
CN(C)S(=O)(=O)c1ccc(N2CCCC2)c(C(=O)Nc2nc3c(ccc4ccccc43)s2)c1	102	1.4	104	100	100	-13	11	-16	-5	102	102

Outcome played no part in choosing rows; overall some 2.3% were active at least once.
